From PubChem BioAssay
ELG1 DNA repair – blocks ELG1-dependent DNA repair in HEK293T cells; HEK293T ELG1-luciferase reporter, luminescence, 16 h; DNA damage induced by 5-fluorouridine; Potency, µM (top dose mostly 46.1 µM), for the others: at the highest dose activity change, negative = inhibition, hits mostly inhibitors; hit rate 2.3% among 330,000; AID 504467; note: potency is the fitted concentration of half-maximal effect; % is set by controls: 0 for no effect and ±100 for the full control effect; nearly all actives have a fitted effect of over 55% in size
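5-Fluorouridine DNA damage + compound/DMSO, 2,000 cells/well, 16 h, 37 °C/5% CO2. ONE-Glo, 30 min RT, luminescence. Readout = decrease in reporter signal.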
RORg inh – inhibitors of mouse ROR gamma transcriptional activity | P51450 | Drosophila S2 Gal4-RORgamma UAS-luciferase reporter, 20 h | Potency, µM (top dose mostly 53.6 µM), inactives show top-dose activity change, negative = inhibition, hits mostly inhibitors | hit rate 5.4% among 310,000 | AID 2551; note: potency is the fitted concentration of half-maximal effect; % is set by controls: 0 for no effect and ±100 for the full control effect; nearly all actives have a fitted effect of over 60% in size
Target sequence (P51450 whole entry, looked up, the tested form may be a part): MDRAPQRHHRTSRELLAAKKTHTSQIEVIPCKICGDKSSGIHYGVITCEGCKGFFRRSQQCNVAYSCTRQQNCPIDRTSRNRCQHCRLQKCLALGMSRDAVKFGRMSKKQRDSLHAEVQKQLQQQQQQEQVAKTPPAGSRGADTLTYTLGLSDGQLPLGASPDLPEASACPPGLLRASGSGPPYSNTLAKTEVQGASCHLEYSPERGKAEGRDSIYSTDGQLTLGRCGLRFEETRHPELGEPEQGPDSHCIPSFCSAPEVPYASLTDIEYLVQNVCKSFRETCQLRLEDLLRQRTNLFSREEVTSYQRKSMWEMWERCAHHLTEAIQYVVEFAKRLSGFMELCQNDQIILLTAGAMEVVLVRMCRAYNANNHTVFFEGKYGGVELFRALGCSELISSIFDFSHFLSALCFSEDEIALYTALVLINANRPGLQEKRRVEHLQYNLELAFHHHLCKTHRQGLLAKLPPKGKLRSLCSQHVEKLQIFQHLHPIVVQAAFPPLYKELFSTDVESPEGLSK
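A Gal4/UAS one-hybrid system in insect cells: metallothionein-promoter Gal4–ROR gamma fusion plus Photinus luciferase reporter. Copper sulfate 700 uM final, 20 hr ambient incubation, luminescent detection after 10 min with reagent.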
Menin MLL FP TR – displaces Texas Red mutant MLL peptide from human menin; Menin + Texas Red MLL mutant peptide, fluorescence polarization; Potency, µM (titrated, usually from 61.6 µM), inactives show at the highest dose FP activity change, negative = inhibition, usual class: inhibitors; hit rate 0.23% among 270,000; AID 1768; active = well fitted inhibition curve with a large enough effect in the polarisation, with a control signal flat, not every such curve was filed as active; inconclusive = small, poorly fitted or top-dose-only effect, or effect the other way, or a change in a side signal; inactive = no such curve, though single readings can be large or run the other way; the % refers to the polarisation; note: potency is the fitted concentration of half-maximal effect; % of control where 0% means no effect; many of its hits are not listed in these tables
MBNL1-CUG inh – inhibitors of human MBNL1 binding to CUG repeat RNA | Q9NR56 | TR-FRET MBNL1-His/biotin-(CUG)12 binding, 665/545 ratio | Potency, µM (series often up to 57.5 µM), inactives show top-dose activity change, negative = inhibition, hits mostly inhibitors | hit rate 0.036% among 280,000 | AID 2675; active = well fitted inhibition curve with a large enough effect in the signal ratio, with a control signal flat, not every such curve was filed as active; inconclusive = small, poorly fitted or top-dose-only effect, or effect the other way, or a change in a side signal; inactive = no such curve, though single readings can be large or run the other way; the % refers to the signal ratio; note: potency is the fitted concentration of half-maximal effect; % is set by controls: 0 for no effect and ±100 for the full control effect
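TR-FRET between His-tagged MBNL1 and biotin-(CUG)12 RNA, detected with Tb anti-His antibody (0.055 ng/ul) and streptavidin-XL665 (5 nM), 60 min at room temperature. Compounds titrated 92 nM to 58 uM; 665/545 nm ratio normalized to buffer and complex controls.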
FLuc counter – firefly luciferase modulation, counter-screen for miR-21 project; P08659; Potency, µM (highest dose often 57.5 µM), for the others: top-dose activity change, negative = inhibition, actives largely listed as inhibitors; purified FLuc, Km substrates, luminescence inhibition; hit rate 6.9% among 360,000;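 note: potency is the fitted concentration of half-maximal effect; plate controls were vehicle for no effect and reference inhibitor for full effect; nearly all actives have a fitted effect of over 55% in size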
Target sequence (P08659 whole entry, looked up): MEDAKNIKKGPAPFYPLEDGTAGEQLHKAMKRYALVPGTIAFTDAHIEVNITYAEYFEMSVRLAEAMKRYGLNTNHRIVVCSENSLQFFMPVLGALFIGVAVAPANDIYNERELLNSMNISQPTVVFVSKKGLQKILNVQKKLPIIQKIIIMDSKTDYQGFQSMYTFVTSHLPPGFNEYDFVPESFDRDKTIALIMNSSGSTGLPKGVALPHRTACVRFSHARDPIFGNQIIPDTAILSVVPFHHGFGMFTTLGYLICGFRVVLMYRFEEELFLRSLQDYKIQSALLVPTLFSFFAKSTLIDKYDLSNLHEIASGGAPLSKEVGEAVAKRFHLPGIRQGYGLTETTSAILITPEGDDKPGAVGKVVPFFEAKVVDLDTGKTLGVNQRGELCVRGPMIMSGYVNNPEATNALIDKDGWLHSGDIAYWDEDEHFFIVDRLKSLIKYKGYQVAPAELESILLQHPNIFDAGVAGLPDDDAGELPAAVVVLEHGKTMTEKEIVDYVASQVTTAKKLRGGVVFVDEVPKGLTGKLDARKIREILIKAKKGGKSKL
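Purified P. pyralis luciferase, 10 nM final, with Km-level 10 uM D-luciferin and 10 uM ATP in 50 mM Tris acetate pH 7.5, 10 mM Mg acetate, 0.01% Tween-20, 0.05% BSA; 6-point qHTS titration about 60 µM downward; luminescence read.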
Rab9 promoter act – Rab9 promoter activation; Huh7 Rab9 promoter-luciferase reporter, luminescence, 24 h; Potency, µM (top dose mostly 9.22 µM), for inactives: top-dose activation, negative = inhibition, most hits filed as activators; hit rate 2.8% among 320,000; note: potency is the fitted concentration of half-maximal effect; % of control where 0% means no effect; nearly all actives have a fitted effect of over 60% in size
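Cells were plated at 1500 per well in reduced-serum medium with 10% FBS and left 2 h. Compound in DMSO was then added for 24 h at 37 °C. Reporter signal was read by luminescence after 10 min with luciferase detection reagent.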
PKM2 activator – activators of human pyruvate kinase M2; P14618; purified PKM2, Kinase-Glo ATP luminescence, activation; response scale: 0% is enzyme alone, no compound; Potency, µM (top dose mostly 57.5 µM), without a hit: at the highest dose activation, usual class: activators; hit rate 0.34% among 260,000; note: potency is the fitted concentration of half-maximal effect; % is set by controls: 0 for no effect and ±100 for the full control effect; nearly all actives have a fitted effect of over 55% in size
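hPK-M2, >95% pure; 0.1 mM ADP / 0.5 mM PEP final; imidazole pH7.2 buffer w/ 7 mM MgCl2, 50 mM KCl; 1 h RT; Kinase-Glo lum. Intermediate enzyme activity for dual inhibitor/activator qHTS.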
Gal4-VP16 FLuc – inhibits Gal4-VP16 luciferase reporter, ROR gamma counter-screen; Potency, µM (top dose mostly 53.6 µM), for inactives: at the top dose activity, negative = inhibition, usual class: inhibitors; Drosophila S2 Gal4-VP16 UAS-luciferase, luminescence, 20 h; hit rate 3.5% among 310,000; AID 2546;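 note: Gal4-VP16 expression switched on by copper sulfate through the metallothionein promoter; potency is the fitted concentration of half-maximal effect; % is set by controls: 0 for no effect and ±100 for the full control effect; nearly all actives have a fitted effect of over 50% in size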
Mito fusion yeast – mitochondrial division inhibition or fusion activation; S. cerevisiae fusion-defective mutant growth rescue, CellTiterGlo 48 h; Potency, µM (doses to about 46.1 µM), without a hit: top-dose growth rescue (activation), most hits filed as activators; hit rate 0.23% among 320,000;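 note: potency is the fitted concentration of half-maximal effect; % of control where 0% means no effect; nearly all actives have a fitted effect of over 45% in size; temperature-sensitive fusion mutants such as fzo1-1 at 37 °C on non-fermentable ethanol glycerol medium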
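Growth-rescue viability read-out: after 48 h at the non-permissive 37C in glycerol/ethanol YPEG, yeast mitochondrial fusion mutants are measured by CellTiterGlo luminescence; compounds (23 nl pinned per well) restoring growth score as division inhibitors or fusion activators.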
NPC1 promoter act – activates the NPC1 promoter | hit rate 2.4% among 320,000 | Potency, µM (top dose mostly 9.22 µM), for the others: top-dose activation, actives largely listed as activators | Huh7 NPC1 promoter luciferase reporter, 24 h | AID 485313;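 note: potency is the fitted concentration of half-maximal effect; % of control where 0% means no effect; nearly all actives have a fitted effect of over 60% in size; reporter is driven by a mutant NPC1 promoter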
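Quantitative HTS used a cell-based reporter: Huh7 cells stably bearing the NPC1 promoter upstream of luciferase were treated with compounds for 24 h, and promoter activation was read as luminescence.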
KCNH2 3.1 block – inhibitors of human KCNH2 3.1 potassium channel isoform; U2OS KCNH2 3.1, thallium flux FluxOr; active compounds read low; activity change, % (tested at about 1.8 µM); hit rate 0.95% among 340,000; AID 720553;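 active = maximum activity change below -70%; inconclusive = maximum activity change from -70% to -50%; inactive = maximum activity change above -50%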;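 note: thallium influx rate constant from kinetic fluorescence after stimulation buffer; % is set by controls: 0 for no effect and ±100 for the full control effect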
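Measured as rate of thallium-driven FluxOr signal in transduced U2OS cells carrying the 3.1 channel, read kinetically for 2 min upon stimulation; values are rate constants scaled to DMSO control wells.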
The depositor's hits bear a star; u = inconclusive; x = no result given; & = joins results of further samples; [ ] = another dose, or the depositor's remark. Unless noted, calls come from the whole dose curve; as a rule, active = well fitted curve in the direction sought with a large enough effect; inconclusive = small, poorly fitted or top-dose-only effect, or another doubt; inactive = no such curve, though single readings can be large; an effect the other way counts as inactive or inconclusive. This is a subset, so the mix of outcomes need not match the whole.

SMILES	ELG1 DNA repair	RORg inh	Menin MLL FP TR	MBNL1-CUG inh	FLuc counter	Rab9 promoter act	PKM2 activator	Gal4-VP16 FLuc	Mito fusion yeast	NPC1 promoter act	KCNH2 3.1 block
COCC1CCCN(C(=O)c2cc(COc3ccc4ncccc4c3)on2)C1 (centres undefined)	0.8%	4.6%	x	8.3%	-1.9%	2.4%	2.9%	5.9%	5.2%	0.3%	20.9
O=C(Nc1nccs1)c1cccc(S(=O)(=O)N2CCCC2)c1	u	u	-10.5%	-18.4%	-2.0%	6.3%	0.6%	-12.1%	3.9%	u	7.5
CCOc1cc(/C=N/NC(=O)c2cc(-c3cccnc3)nc3ccccc23)ccc1O	-16.0%	-21.1%	12.7%	-3.7%	-8.3%	-4.4%	x	-9.2%	-8.4%	-5.6%	-13.5
CC(C(=O)NC(C)(C)C)N1C(=O)c2cccc3cccc(c23)C1=O (centres undefined)	7.2%	-12.4%	-11.0%	u	1.0%	2.6%	-6.0%	6.8%	-1.0%	-0.7%	-8.1
COc1cc(/C=C/C(=O)O)cc(S(=O)(=O)NCCO)c1OC	17.4%	13.8%	-2.4%	-2.3%	6.0%	-1.4%	14.8%	-0.8%	-3.3%	1.1%	-7.2
O=C(NCc1cn2ccccc2n1)c1ccc(Br)o1	2.0%	u	-3.0%	-9.3%	-1.7%	0.9%	14.5%	14.6%	6.8%	0.2%	16.6
O=C(c1ccccn1)N(c1ccccc1)C1(C(=O)NC2CCCCC2)CCCCC1	7.9%	22.0%	-20.5%	1.5%	0.5%	4.7%	x	-13.0%	4.8%	-0.4%	5.0
CC(Oc1ccccc1)c1ccnn1S(C)(=O)=O (centres undefined)	19.7%	8.2%	7.7%	-2.9%	1.8%	-1.5%	-1.8%	5.1%	-0.5%	-2.1%	-49.0
O=C1CN(c2ccccc2F)C(=O)CN1c1ccccc1F	-4.1%	0.1%	32.9%[activator]	12.0%	2.8%	-2.6%	4.0%	2.6%	-3.1%	1.6%	-3.0
COCCCNC(=O)CCCC(=O)NCCCOC	-1.4%	-9.9%	6.9%	-7.5%	0.2%	-2.2%	-11.7%	-2.3%	-2.5%	0.6%	-14.1
COc1ccc(COc2cc(-c3cccc(OC)c3)nc3ccc(N)cc23)cc1	-13.5%	u	u	49.5%[activator]	u	-23.9%	-0.9%	-5.7%&-12.8%	4.5%	-4.7%	-48.9
Cc1cc(C(=O)NNc2ccc(F)cc2)no1	2.91µM*	35.4%	x	x	1.2%	0.6%	-2.6%	0.7%	-2.5%	9.7%	10.0
Cc1ccc([N+](=O)[O-])cc1NC(=S)NC(=O)c1ccco1	17.3%	-42.0%	16.2%	2.6%	1.4%	-7.1%	5.3%	-2.6%	0.2%	-5.0%	-3.6
Nc1ncc2c(n1)-c1ccoc1CC2	7.0%	-13.5%	-13.7%	2.4%	-2.4%	-0.6%	x	1.7%	11.9%	0.1%	8.8
O=[N+]([O-])c1ccc(S(=O)(=O)NCCN2CCOCC2)cc1	u	-5.1%	-2.7%	-1.7%	4.4%	15.8%	u	1.9%	4.9%	3.2%	5.1
COc1ccc([N+](=O)[O-])cc1NC(=O)c1cccs1	3.7%	3.9%	14.1%	u	2.9%	6.3%	2.5%	5.6%	0.1%	-2.7%	-1.0
CCOC(=O)CNS(=O)(=O)c1cc(-c2nnc(Nc3ccc4c(c3)OCO4)c3ccccc23)ccc1C	u	u	0.9%	16.1%	u	-5.4%	9.3%	-14.7%	-2.6%	0.2%	9.8
CCC(=O)Nc1ccc2c(c1)OCCO2	u	-2.6%	18.3%	4.0%	-1.3%	0.0%	1.0%	12.6%	-0.4%	-4.8%	-1.9
O=C(O)C1C2C=CC(C2)C1C(=O)NCCCN1CCOCC1 (centres undefined)	13.5%	1.8%	15.2%	-0.8%	2.7%	-1.0%	-0.9%	-6.6%	-0.7%	-3.0%	15.3
O=C(O)C(Cc1ccccc1)N1C(=O)c2ccccc2C1=O (centres undefined)	5.2%	1.0%	-1.6%	-5.3%	1.8%	1.8%	3.2%	-7.4%	0.5%	-4.6%	7.6
CSc1ccc(CN(C)C(=O)C23CC4CC(CC(Cl)(C4)C2)C3)cc1	u	39.7%	u	-5.8%	-0.5%	-8.3%	-3.2%	1.7%	6.1%	-3.0%	-4.9
Cc1ccc(OC(=O)COc2ccccc2C)c(-n2nc3ccccc3n2)c1	u	u	20.8%	5.4%	4.78µM*	u	-16.7%	u	7.6%	u	6.3
CCCC1(CCC)NC(=O)N(CC(=O)c2cc(C)n(-c3ccc4c(c3)OCO4)c2C)C1=O	-17.4%	39.4%	-15.5%	8.3%	3.8%	-3.9%	-6.6%	-0.3%	0.7%	-3.1%	-5.2
CCN1CCN(C(=O)c2ccccc2Nc2ccc(SC(F)F)cc2)CC1	-1.5%	5.5%	-10.6%	-3.6%	6.4%	16.1%	1.6%	-5.2%	-4.1%	0.8%	x
Cc1cc(CNC(=O)COc2ccc([N+](=O)[O-])cc2)c2ccccc2n1	0.0%	u	-8.0%	-6.0%	4.9%	-0.1%	10.0%	-1.3%	3.7%	0.6%	u
O=C(O)C1CC(=O)N(Cc2cccnc2)C1 (centres undefined)	8.7%	-24.9%	1.7%	-10.3%	1.7%	13.4%	-5.0%	4.1%	0.7%	-0.5%	16.1
Cc1ccc(N2C(=O)C3CCCN3C2=S)cc1C (centres undefined)	-25.5%	3.6%	9.0%	-7.8%	1.1%	-5.6%	x	2.8%	6.2%	-4.0%	6.5
COC(=O)c1[nH]c2ccccc2c1NC(=O)CCN1CCN(C2CCCCC2)CC1	-1.4%	-25.0%	-2.0%	29.9%	0.5%	3.5%	0.1%	-8.3%	0.4%	0.5%	x
CC(C)Oc1ccccc1OCCCCn1cnc2ccccc2c1=O	u	u	u	-8.1%	0.4%	-8.6%	-2.1%	8.4%	28.5%	-1.8%	19.9
CCOC(=O)N1CCN(S(=O)(=O)N2CCCC(C(=O)NCc3ccccc3Cl)C2)CC1 (centres undefined)	-2.1%	-12.1%	1.0%	-1.6%	-1.1%	-3.4%	-0.1%	-2.1%	0.9%	-2.7%	-9.2
CSCCC(=O)NC1CCCN(CCc2ccccc2)C1 (centres undefined)	3.3%	-13.6%	-0.9%	2.7%	0.5%	-1.0%	-2.3%	-16.0%	-4.2%	-2.1%	8.7
CCCOc1ccc(OC(=O)c2ccc(Br)o2)cc1	-6.1%	-21.0%	-19.8%	0.1%	9.53µM*	-2.5%	-0.1%	-2.2%	-1.3%	-3.8%	2.1
O=C(COC(=O)Cc1ccc(F)cc1)NC1CCCCCC1	15.7%	x	x	x	-1.2%	-4.4%	x	x	5.4%	-3.0%	-10.0
CN(CC(=O)Nc1ccccc1Cl)C(=O)COC(=O)c1cnccn1	-0.3%	-41.2%	x	7.5%	3.9%	2.5%	-0.1%	1.0%	1.1%	0.1%	-5.2
CN1CCc2c(sc3nc(SCC(=O)NCc4ccco4)n(-c4ccccc4)c(=O)c23)C1	u	27.9%	-27.2%	7.2%	-13.3%	16.7%	x	-9.4%	-0.9%	-3.8%	10.8
C=CC(C)(C)O[C@@H]1O[C@H](CO)[C@@H](O)[C@H](O)[C@H]1O	21.7%	x	x	x	-0.5%	-7.7%	x	x	-1.5%	0.8%	8.3
COc1cc(CNCCN2CCOCC2)ccc1OCC(=O)NC(C)(C)C	0.0%	29.4%	-24.6%	-4.6%	1.3%	-4.7%[1.84 µM]	-0.4%	-6.9%[10 µM]	3.1%	-4.5%	-1.9
Cc1ccc(C(=O)NCC(=O)OCCCn2c(=O)[nH]c3ccccc32)cc1	1.4%	x	x	x	-1.1%	-3.7%	x	x	-5.0%	-1.0%	1.0
Cc1ccc(C2SCCN2C(=O)c2ccc([N+](=O)[O-])cc2)cc1 (centres undefined)	0.5%	24.3%	-19.3%	u	3.8%	1.0%	-2.5%	-6.9%	11.6%	-1.3%	-5.3
Cc1cccc(S(=O)(=O)C(C#N)c2nc3ccccc3nc2N2CCCC2)c1 (centres undefined)	6.6%	29.3%	45.3%[activator]	15.3%	-0.1%	-3.9%	1.6%	8.8%	8.2%	-2.4%	-4.0
